# HP1b binding inh: HP1-beta chromodomain-methylated histone interaction inhibition; P83916; AlphaScreen HP1-beta / biotin-H3K9me3 peptide binding; Potency, µM (doses to about 114 µM), without a hit: at the top dose activity change, negative = inhibition, actives largely listed as inhibitors; hit rate 0.56% among 390,000; AID 540317; note: potency is the fitted concentration of half-maximal effect; nearly all actives have a fitted effect of over 70% in size; inactives centre near 23
#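 AlphaScreen: HP1-beta (50 nM) preformed 30 min with biotin-H3(1-18)K9me3 peptide (50 nM) in PBS pH 7.4, 0.01% Tween-20. Compound added for 30 min at RT, then streptavidin donor/nickel chelate acceptor beads (10 ug/mL) for 30 min.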
# ERG Ets-DNA blk: ERG Ets/DNA interaction inhibition | P11308 | fluorescence polarization, His-ERG Ets domain / labelled DNA | Potency, µM (top dose mostly 76.9 µM), for inactives: at the top dose FP activity, negative = inhibition, usual class: inhibitors | hit rate 0.028% among 370,000 | AID 624246; active = well fitted inhibition curve with a large enough effect in the polarisation, with a control signal flat; inconclusive = small, poorly fitted or top-dose-only effect, or effect the other way, or a change in a side signal; inactive = no such curve, though single readings can be large or run the other way; the % refers to the polarisation;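 note: polarization taken with two DNA probes labelled with fluorescein and Texas red; potency is the fitted concentration of half-maximal effect; % of control where 0% means no effect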
# Target sequence (P11308 whole entry, looked up, the tested form may be a part): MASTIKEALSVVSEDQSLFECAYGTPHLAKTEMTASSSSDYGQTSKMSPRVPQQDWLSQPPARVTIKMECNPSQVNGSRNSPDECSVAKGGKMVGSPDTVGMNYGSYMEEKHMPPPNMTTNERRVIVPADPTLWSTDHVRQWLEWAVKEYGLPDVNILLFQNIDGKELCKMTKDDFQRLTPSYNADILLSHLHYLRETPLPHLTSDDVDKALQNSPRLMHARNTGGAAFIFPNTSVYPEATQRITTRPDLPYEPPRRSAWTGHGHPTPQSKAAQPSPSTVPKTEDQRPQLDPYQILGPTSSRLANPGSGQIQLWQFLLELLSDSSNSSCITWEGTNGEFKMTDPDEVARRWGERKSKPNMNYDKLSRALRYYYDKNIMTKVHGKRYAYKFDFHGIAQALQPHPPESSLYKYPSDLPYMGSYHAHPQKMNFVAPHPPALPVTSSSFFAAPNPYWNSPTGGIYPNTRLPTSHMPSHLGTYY
#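 His-tagged ERG Ets domain (1 uM in the protein solution; 300mM KCl, 50mM Tris-HCl, 1mM EDTA, 1mM DTT, pH 7.5) received compound, then a probe mix of 5 nM fluorescein-DNA and 100nM Texas-615-DNA. Fluorescence polarization was read for both dyes.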
# PI4K2A inh: PI4K2A (human) kinase inhibition. Q9BTU6. hit rate 0.13% among 420,000. purified PI4K2A, ADP-Glo luminescence, 1 h; active compounds read low. activity change, negative = inhibition, % at 76.9 µM; in the data active = activity change below about -50%; inconclusive = mostly about -30% to -49%;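 note: -100% = wells without enzyme as full effect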
# Target sequence (Q9BTU6 whole entry, looked up): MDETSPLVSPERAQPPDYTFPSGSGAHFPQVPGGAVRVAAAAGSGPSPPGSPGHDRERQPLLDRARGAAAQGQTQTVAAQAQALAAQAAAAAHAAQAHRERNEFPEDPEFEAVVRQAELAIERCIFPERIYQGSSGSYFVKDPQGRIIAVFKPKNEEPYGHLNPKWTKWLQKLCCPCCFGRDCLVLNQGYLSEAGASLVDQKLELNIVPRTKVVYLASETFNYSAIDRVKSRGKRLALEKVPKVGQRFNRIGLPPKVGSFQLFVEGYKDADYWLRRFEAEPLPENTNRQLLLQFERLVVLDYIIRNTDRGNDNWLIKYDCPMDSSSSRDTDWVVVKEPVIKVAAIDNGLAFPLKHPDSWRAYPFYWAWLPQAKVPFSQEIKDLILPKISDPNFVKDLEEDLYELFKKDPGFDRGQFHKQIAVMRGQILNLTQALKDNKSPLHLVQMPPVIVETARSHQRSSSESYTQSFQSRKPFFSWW
#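 PI4K2A activity was measured by ADP-Glo luminescence: enzyme (4 ug/mL stock) and phosphatidylinositol (1.2 mM stock) in Tris pH 7.5/MgCl2/EGTA/Triton X-100 buffer were reacted with ATP (300 microM stock) for one hour at ambient temperature.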
# JMJD2A Tudor: JMJD2A Tudor domain (human) inhibition | O75164 | AlphaScreen JMJD2A-Tudor / H3K4me3 peptide binding | Potency, µM (series often up to 114 µM), without a hit: at the top dose activity change, negative = inhibition, hits mostly inhibitors | hit rate 4.4% among 390,000 | AID 504339; note: potency is the fitted concentration of half-maximal effect; % is set by controls: 0 for no effect and ±100 for the full control effect; nearly all actives have a fitted effect of over 50% in size
# GLS inh: inhibitors of human glutaminase (GLS) | hit rate 0.21% among 410,000 | O94925 | Potency, µM (series often up to 45.5 µM), for the others: top-dose activity change, negative = inhibition, hits mostly inhibitors | AID 624170 | GLS enzymatic activity, qHTS titration; note: potency is the fitted concentration of half-maximal effect; % is set by controls: 0 for no effect and ±100 for the full control effect
#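 Glutamate formation by hKGA was monitored fluorometrically using coupled glutamate oxidase, HRP and Amplex Red. Substrate was added as 1 mM L-glutamine solution; incubation was 30 min at RT after an initial read.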
# 12-LOX inh: ALOX12 (human) lipoxygenase inhibition | AID 1671190 | Potency, µM (titrated, usually from 108 µM), for inactives: top-dose activity change, negative = inhibition, actives largely listed as inhibitors | P18054 | purified 12hLO, xylenol orange hydroperoxide absorbance | hit rate 1.1% among 580,000; note: potency is the fitted concentration of half-maximal effect; % is set by controls: 0 for no effect and ±100 for the full control effect
#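 Hydroperoxide product was detected by ferrous iron/xylenol orange as the 573 to 405 nm absorbance ratio. Arachidonic acid at 40 uM (final) was turned over for 30 min at room temperature by 150 nM human 12hLO, pH 7.0 Hepes buffer, after 15 min compound preincubation.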
# BAZ2B inh: blocks human BAZ2B; Q9UIF8; AlphaScreen BAZ2B-H3K14Ac peptide displacement; Potency, µM (titrated, usually from 114 µM), for inactives: top-dose activity change, negative = inhibition, hits mostly inhibitors; hit rate 4.4% among 360,000; AID 504333; note: potency is the fitted concentration of half-maximal effect; % is set by controls: 0 for no effect and ±100 for the full control effect; nearly all actives have a fitted effect of over 60% in size
#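 Compounds, titrated to a top concentration of 110 uM, were incubated 30 min at room temperature with preformed BAZ2B/acetyl-K14 H3 peptide complex (50 nM each). Proximity signal was measured by AlphaScreen after 20 min with beads.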
# RGS4 inhibitor: inhibitors of human regulator of G protein signaling 4 | AID 504845 | Potency, µM (highest dose often 114 µM), inactives show at the highest dose activity change, negative = inhibition, most hits filed as inhibitors | Transcreener GDP fluorescence polarization, RGS4-accelerated GTP hydrolysis | hit rate 0.039% among 390,000; note: potency is the fitted concentration of half-maximal effect; % is set by controls: 0 for no effect and ±100 for the full control effect; nearly all actives have a fitted effect of over 75% in size; some results filed as inactive show a strong effect at the top dose
#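 MLSMR compounds (23 nl, pin-transferred) preincubated 10 min at room temperature with a 500nM (2x) first reagent, then RGS4 at 900nM (2x) plus Transcreener GDP mix added; fluorescence polarization (620/688 nm) read before and after 90 min at 30 °C.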
# G9a inh: blocks human histone lysine methyltransferase G9a; Q96KQ7; Potency, µM (titrated, usually from 102 µM), inactives show at the highest dose activity, negative = inhibition, actives largely listed as inhibitors; G9a H3K9 monomethylation, AlphaScreen, 2 h; hit rate 8.8% among 350,000; note: potency is the fitted concentration of half-maximal effect; % is set by controls: 0 for no effect and ±100 for the full control effect; nearly all actives have a fitted effect of over 75% in size
#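 Compounds were preincubated with 20 nM G9a for 15 min, after which biotinylated H3K9 peptide (500 nM) and SAM (20 uM) started a 2 h room-temperature reaction. Monomethylated product was quantified by antibody-based AlphaScreen chemiluminescence.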
# The depositor's hits bear a star; ? = inconclusive; nt = not tested or not shown; [ ] = remark or other dose. Unless noted, calls come from the whole dose curve; as a rule, active = well fitted curve in the direction sought with a large enough effect; inconclusive = small, poorly fitted or top-dose-only effect, or another doubt; inactive = no such curve, though single readings can be large; an effect the other way counts as inactive or inconclusive. Some of the compounds tested; rates above refer to the full screens.
no.	Compound	ERG Ets-DNA blk	JMJD2A Tudor	PI4K2A inh	BAZ2B inh	HP1b binding inh	RGS4 inhibitor	12-LOX inh	G9a inh	GLS inh
1	COc1cccc(-c2nnc(-c3ccccc3NC(=O)c3ccc(C(C)(C)C)cc3)o2)c1	-9%	-1%	5	-5%	40%[activator]	-1%	16%	1%	-19%
2	CC1=CC(c2ccccc2)n2nc(N)nc2N1 (stereo not drawn)	8%	-12%	0	nt	43%[activator]	-27%	16%	nt	7%
3	O=[N+]([O-])c1ccc(N(CC2CO2)S(=O)(=O)c2ccccc2)cc1 (stereo not drawn)	3%	-19%	4	1%	0%	26%	16%	26%[59 µM]	1%
4	Cc1ccnc(NC(=O)c2cccc(S(=O)(=O)NCc3ccccc3)c2)c1	1%	-8%	-6	-20%	19%	-12%	-26%	-9%	0%
5	COc1ccc(CN(CC(=O)NCc2ccccc2)C(=O)CCC(=O)Nc2nccs2)cc1	7%	4%	-3	-1%	16%	-14%	2%	34%	-7%
6	COC(=O)c1cccc(Cn2nc(C)c([N+](=O)[O-])c2C)c1	0%	50µM*	3	-15%	9%	-58%	-3%	5%[59 µM]	-12%
7	CC1(C)CC2CC(C)(CN2C(=O)c2cc(-c3ccccc3O)on2)C1 (stereo not drawn)	2%	-28%	2	1%	31%	-6%	-3%	-92%	10%
8	CCCNC(=S)N1CCC(NC(=O)c2cccc(C)c2)CC1	-7%	-8%	-4	-1%	29%	-9%	3%	nt	-13%
9	NC(=O)c1cccc(N=Cc2cc(Cl)cc(Cl)c2O)c1	-11%	-11%	-4	-38%	27%	-22%	?	2%[59 µM]	-17%
10	CC(=O)OCc1cnc(C)c2oc(=O)c(C(=O)Nc3ccc(C)cc3Cl)cc12	7%	-10%	1	0%	12%	10%	-10%	2%[59 µM]	-5%
11	Cc1ccccc1-c1n[nH]c(=S)n1C	-3%	7.1µM*	-12	5%	28%	13%	-21%	10µM*	-1%
12	Cc1ccc(N2CC(O)(c3cccs3)[N+]3=C2CCCC3)cc1 (stereo not drawn)	-12%	-7%	-6	-16%	34%	-14%	0%	7%[12.7 µM]	-10%
13	Nc1nnnn1CC(=O)N/N=C/c1ccc(-c2cccc(Cl)c2)o1	0%	-13%	2	?	31%	?	-30%	?	2%
14	CCc1c(C)nc2ncnn2c1Nc1ccc(C#N)c(Cl)c1	10%	-6%	0	6%	54%[activator]	4%	-1%	?	8%
15	COC(=O)c1ccc2c(=O)[nH]c(CSc3nnc(C(F)(F)F)n3C)nc2c1	4%	-3%	-2	2%	14%	4%	-2%	-3%[59 µM]	7%
16	CCc1ccc(OCC(=O)N(C)C)c(Br)c1	nt	-5%	0	10%	29%	12%	17%	12%[59 µM]	20%
17	COc1ccccc1NS(=O)(=O)c1ccc(N/N=C/c2ccccc2OCC(=O)O)c([N+](=O)[O-])c1	-7%	56µM*	-5	40µM*	?	4%	?	20µM*	14%
18	O=C1CC(NCC2CCCO2)C(=O)N1c1ccc(F)cc1 (stereo not drawn)	-8%	-18%	1	-8%	24%	-5%	-1%	50µM*	-5%
19	COc1ccc(NC(=O)C2CCCC2)cc1	6%	-13%	0	-6%	33%	11%	23%	nt	-18%
20	CCOC(=O)c1c(S(=O)(=O)N2CCCC(C(=O)N3CCN(c4cccc(C)c4C)CC3)C2)c(C)n(C)c1C (stereo not drawn)	-3%	?	-6	?	5%	-14%	-21%	-38%[59 µM]	1%
21	COc1ccc(C(C)=O)cc1CSc1nc(Nc2ccc(F)c(F)c2)c2ccccc2n1	0%	?	0	-31%	4%	11%	?	-5%[59 µM]	-4%
22	O=S(=O)(c1ccc(S(=O)(=O)N2CCC(O)CC2)cc1)N1CCCC1	-4%	-9%	-3	-3%	14%	13%	-19%	8%	-3%
23	COc1ccc(-n2nc(C(=O)NCC(=O)NCc3ccc(F)cc3)c3ccccc3c2=O)cc1	2%	-12%	5	9%	13%	2%	-5%	-7%	-15%
24	O=C(O)COc1ccc2c(c1)O/C(=C\c1cccs1)C2=O	5%	-1%	-1	-16%	21%	-34%	?	-37%	22%
25	COc1ccccc1NC(=O)c1ccc2[nH]c(C)c(C)c2c1	2%	?	3	?	3%	1%	1%	4%	-8%
26	COC(=O)C1CCN(S(=O)(=O)c2cn(C)c(=O)n(C)c2=O)CC1	-7%	-3%	0	-4%	35%	-5%	-5%	3%[59 µM]	-5%
27	CC(OC(=O)CN(C)S(=O)(=O)c1ccc(Cl)cc1)C(=O)Nc1ncc(Cl)cc1Cl (stereo not drawn)	2%	-7%	0	-4%	12%	5%	21%	11%	4%
28	O=C(Cc1c(O)c2ccccc2[nH]c1=O)NCc1cccc(F)c1	-3%	-17%	-4	0%	25%	23%	-6%	3%[59 µM]	4%
29	CCOc1ccc(NS(=O)(=O)c2ccc(NS(C)(=O)=O)cc2)cc1	-2%	6%	0	nt	29%	-15%	286%[activator]	12%[59 µM]	28%
30	O=C(COc1ccc(-n2cnnn2)cc1)Nc1ccccc1Cl	-15%	-27%	-10	-22%	10%	-9%	-15%	5%	-16%
31	CC(=O)Nc1cc(C(F)(F)F)ccc1Oc1cccc(Br)c1	0%	29%	-9	-7%[57.1 µM]	65%[activator]	-6%	374%[activator]	74%[activator]	-8%
32	Cc1cc(C)c(NC(=O)c2ncoc2-c2ccco2)c(C)c1	1%	3%	-6	-28%	34%	-2%	-14%	1%[59 µM]	-8%
33	COc1cccc(C(=O)NNC(=O)C2CC(C)=C(C)CC2C(=O)O)c1 (stereo not drawn)	-8%	-17%	0	-1%	20%	-5%	27%	39%[59 µM]	12%
34	CC(C)(C)C(=O)NNC(=O)COc1ccc2ccccc2c1Br	3%	1%	2	-25%	39%[activator]	2%	8%	-6%	2%
35	CCc1ccccc1NC(=O)/C(=C/c1ccccc1)c1ccccc1	2%	75%[activator]	3	71%[activator]	152%[activator]	-18%	9%	25%[59 µM]	2%
36	CC(=O)c1cccc(S(=O)(=O)Nc2cccnc2)c1	-8%	-9%	2	-37%	13%	0%	8.9µM*	45µM*	-8%
37	CCn1c(C)nc2cc(C(=O)NNC(=O)CN(C)S(=O)(=O)c3ccc(NC(C)=O)cc3)ccc21	-3%	-2%	0	nt	64%[activator]	10%	197%[activator]	nt	0%
38	COc1cc(NC(=S)NC(=O)c2ccc(C)cc2C)ccc1NC(=O)c1cccs1	8%	-20%	-14	-1%	19%	-15%	5µM*	?	-1%
39	C=CCn1c(SC)nnc1-c1ccc2ncccc2c1	-20%	-1%	-1	-4%	39%	-8%	0%	-6%	-21%
40	CCOc1ccc(NC(=O)CC2C(=O)N(c3ccc(OCC)cc3)C(=S)N2C2CC2)cc1 (stereo not drawn)	-3%	-9%	-4	-6%	30%	-1%	?	?	3%
41	CCOc1ccccc1NC(C)C(=O)Nc1cc(C(F)(F)F)ccc1N1CCOCC1 (stereo not drawn)	nt	-19%	1	-3%	11%	-13%	0%	?	13%
42	COc1ccc(N2C(=O)CC(N3CCN(c4cccc(Cl)c4)CC3)C2=O)cc1 (stereo not drawn)	1%	-7%	-3	4%	29%	21%	-3%	14%	3%
43	N#CCCn1c(=S)[nH]c2ccccc21	-6%	-6%[57.1 µM]	7	-3%	-20%	-20%[56.9 µM]	?	7.1µM*	19%
44	COc1cc(NC(=O)[C@@H](NC(=O)N2CCn3c2nc2ccccc23)C(C)C)cc(OC)c1	-2%	-23%	2	?	11%	21%	8%	12%	6%
45	COC(=O)c1c(NC(=O)c2nc(SCc3ccc(F)cc3)ncc2Cl)sc2c1CCCC2	-4%	-17%	0	-20%	14%	10%	-3%	9%[59 µM]	2%
46	O=[N+]([O-])c1ccc(Oc2ccc(Oc3ccc(C(F)(F)F)cn3)cc2)nc1	-13%	-12%	-8	-19%	15%	25%	0%	10%	-4%
47	Cc1ccc(OCCOC(=O)c2sc(=S)n(C)c2C)cc1	-4%	13%	0	-18%	45%[activator]	-24%	-13%	12%	-12%
48	Cc1ccc(-c2ccc(/C=N\n3cnnc3)o2)c(Br)c1	6%	?	0	-27%	9%	-13%	2%	?	-4%
49	CCN(CCCNC(=O)Cn1cc2c(n1)CCCC2)c1cccc(C)c1	-16%	-36%	1	?	8%	-5%	303%[activator]	?	26%
50	CC(C)CC(=O)c1c[nH]c(C(=O)NCc2cccnc2)c1	13%	-9%	6	-1%	-12%	-34%	?	25%	11%
51	NS(=O)(=O)c1ccc(CNC(=S)Nc2ccc(Cl)c(Cl)c2)cc1	10%	-17%	-1	-12%	-1%	-15%	?	45µM*	7%
52	Cc1nc(SCC(=O)N2c3ccccc3Sc3ccccc32)n[nH]1	-4%	-10%	-1	6%	24%	-1%	97%[activator]	11%	7%
53	COc1ccc(CC(=O)Nc2ccc(OC)nc2)cc1	-4%	-12%	-5	nt	16%	-19%	-12%	-2%	0%
54	CN1CCc2nc(SCc3ccc(Cl)cc3)c(C#N)c(-c3cccs3)c2C1	5%	?	3	nt	-5%	?	20µM*	nt	-12%

# From PubChem BioAssay
